# RXFP1 agonist: qHTS Assay for Agonists of the Relaxin Receptor RXFP1; Relaxin receptor 1 (Homo sapiens), Q9HBX9; HEK293T-RXFP1 cAMP TR-FRET, 30 min; response scale: percent of porcine relaxin response, buffer zero; Potency, µM (titrated, usually from 57.5 µM), for inactives: at the top dose activation, usual class: activators; 370,000 tested, 0.3% active; note: % is set by controls: 0 for no effect and ±100 for the full control effect; nearly all actives have a fitted effect of over 60% in size; many of its hits are not listed in these tables
#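 Agonist response is measured as cAMP accumulation in an RXFP1-transfected HEK293T line under PDE4 inhibition. Values are scaled between buffer-only and 29 nM porcine relaxin, and EC50s come from standard Hill equation fits.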
# TrxR1 substrate: qHTS Assay for Substrates of Mammalian Selenoprotein Thioredoxin Reductase 1 (TrxR1): qHTS. Thioredoxin reductase 1, cytoplasmic (Rattus norvegicus), O89049. purified TrxR1 substrate turnover, NADPH consumption readout. Potency, µM (highest dose often 114 µM), without a hit: top-dose activity change, negative = substrate turnover. 390,000 tested, 0.01% active; note: % is set by controls: 0 for no effect and ±100 for the full control effect; nearly all actives have a fitted effect of over 50% in size
#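 Rat TrxR1, dispensed at 90 nM, was prereduced with 400 uM NADPH (final) for 5 min at ~22 deg C, then incubated with compound 15 min before 400 uM selenite. A first-read NADPH fluorescence drop versus no-compound background flagged substrates.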
# ALOX12 inh: Primary qHTS assay for inhibitors of human arachidonate 12S-lipoxygenase (ALOX12): Round 2; purified 12hLO, xylenol orange hydroperoxide absorbance; Potency, µM (top dose mostly 108 µM), without a hit: at the top dose activity change, negative = inhibition, most hits filed as inhibitors; 580,000 tested, 1.1% active; AID 1671190, 2021; note: % is set by controls: 0 for no effect and ±100 for the full control effect
#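 Hydroperoxide product was detected by ferrous iron/xylenol orange as the 573 to 405 nm absorbance ratio. Arachidonic acid at 40 uM (final) was turned over for 30 min at room temperature by 150 nM human 12hLO, pH 7.0 Hepes buffer, after 15 min compound preincubation.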
# TrxR1 inh: qHTS Assay for Inhibitors of Mammalian Selenoprotein Thioredoxin Reductase 1 (TrxR1): qHTS | Thioredoxin reductase 1, cytoplasmic (Rattus norvegicus), O89049 | recombinant rTrxR1, NADPH fluorescence consumption, selenite substrate | Potency, µM (top dose mostly 114 µM), inactives show at the top dose activity change, negative = inhibition, usual class: inhibitors | 390,000 tested, 1% active; note: % is set by controls: 0 for no effect and ±100 for the full control effect; nearly all actives have a fitted effect of over 65% in size
#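 Rat TrxR1 (90 nM in the dispensed reagent) was pre-reduced with 400 uM NADPH for 5 min at room temperature, then incubated with compound for 15 min. After 400 uM selenite was added, NADPH fluorescence (Ex 340/Em 450 nm) was followed for 8 min.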
# USP1-UAF1 inh: Inhibitors of USP1/UAF1: Primary Screen; Potency, µM (doses to about 57.1 µM), inactives show top-dose activity change, negative = inhibition, actives largely listed as inhibitors; 390,000 tested, 0.23% active; Ubiquitin carboxyl-terminal hydrolase 1 (Homo sapiens), O94782; AID 743255, 2014; recombinant USP1/UAF1, Ub-Rhodamine cleavage fluorescence; note: % is set by controls: 0 for no effect and ±100 for the full control effect; nearly all actives have a fitted effect of over 60% in size; inactives centre near -12
# Target sequence (O94782 whole entry, looked up): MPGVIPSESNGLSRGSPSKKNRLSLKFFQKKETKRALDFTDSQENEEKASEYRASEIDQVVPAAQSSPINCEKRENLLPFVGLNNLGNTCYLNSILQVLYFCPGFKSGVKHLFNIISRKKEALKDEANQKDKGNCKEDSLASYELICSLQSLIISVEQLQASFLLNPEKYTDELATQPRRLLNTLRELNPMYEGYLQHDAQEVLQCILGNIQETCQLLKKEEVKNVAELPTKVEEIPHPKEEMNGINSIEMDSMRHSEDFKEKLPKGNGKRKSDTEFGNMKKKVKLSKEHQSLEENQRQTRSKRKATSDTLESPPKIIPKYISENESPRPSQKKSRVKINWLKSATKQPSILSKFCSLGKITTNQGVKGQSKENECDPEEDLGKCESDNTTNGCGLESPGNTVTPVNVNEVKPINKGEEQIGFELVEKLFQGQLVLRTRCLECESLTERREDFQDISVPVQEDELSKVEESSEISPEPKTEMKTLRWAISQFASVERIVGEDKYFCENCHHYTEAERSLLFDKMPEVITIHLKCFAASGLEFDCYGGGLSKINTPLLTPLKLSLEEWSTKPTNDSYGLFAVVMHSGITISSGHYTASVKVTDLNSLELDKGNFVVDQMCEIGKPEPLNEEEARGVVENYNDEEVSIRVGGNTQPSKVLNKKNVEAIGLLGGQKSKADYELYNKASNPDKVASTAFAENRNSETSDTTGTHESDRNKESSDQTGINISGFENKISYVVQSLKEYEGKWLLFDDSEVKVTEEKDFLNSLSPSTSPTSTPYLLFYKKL
#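 High-throughput fluorogenic screen: 1nM USP1/UAF1 complex, Ub-Rho substrate 150nM final, 50mM HEPES pH 7.8 with 0.5mM EDTA, 0.1 mg/ml BSA, 1mM TCEP and 0.01% Tween-20.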
# mIDH1 inhibitor: qHTS for Inhibitors of mutant isocitrate dehydrogenase 1 (IDH1): qHTS; Isocitrate dehydrogenase [NADP] cytoplasmic (Homo sapiens), O75874; IDH1-R132H enzyme, NADPH consumption, diaphorase/resazurin fluorescence; Potency, µM (series often up to 76.6 µM), for the others: at the highest dose activity change, negative = inhibition, most hits filed as inhibitors; 390,000 tested, 0.093% active; note: % is set by controls: 0 for no effect and ±100 for the full control effect; nearly all actives have a fitted effect of over 65% in size
#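 IDH1-R132H (0.5 ug/mL) preincubated 30 min with compound, then NADPH (0.016 mM) and alpha-KG (2 mM) added; 80 min at RT, pH 7.5. Remaining NADPH coupled via diaphorase/resazurin to fluorescence (540/590 nm); concentration-response curves normalized to no-enzyme control.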
# Vif-APOBEC3G blk: qHTS for Inhibitors of Vif-A3G Interactions: qHTS; DNA dC->dU-editing enzyme APOBEC-3G (Homo sapiens), Q9HC16; HeLa A3G-eYFP + Vif (tagged APOBEC3G with the HIV-1 protein that degrades it), YFP fluorescence, overnight; Potency, µM (series often up to 46.1 µM), inactives show top-dose activity, negative = active, usual class: inhibitors; 410,000 tested, 0.076% active; AID 602310, 2012;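 note: % is set by controls: 0 for no effect and ±100 for the full control effect; nearly all actives have a fitted effect of over 60% in size; hits raise eYFP signal because A3G escapes Vif-driven loss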
#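 HeLa cells stably expressing Vif and C-terminally eYFP-tagged A3G, seeded overnight at 37 deg C, then exposed to compound by pintool overnight at 37 deg C. Rise in yellow fluorescence (Ex 488/Em 500-530, Acumen) marks blocked Vif-driven A3G degradation.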
# RGS4 inh: Inhibitors of Regulator of G Protein Signaling (RGS) 4: qHTS | 390,000 tested, 0.039% active | Potency, µM (doses to about 114 µM), inactives show at the highest dose activity change, negative = inhibition, hits mostly inhibitors | Transcreener GDP fluorescence polarization, RGS4-accelerated GTP hydrolysis; note: % is set by controls: 0 for no effect and ±100 for the full control effect; nearly all actives have a fitted effect of over 75% in size; some results filed as inactive show a strong effect at the top dose
# Target sequence (P49798 whole entry, looked up): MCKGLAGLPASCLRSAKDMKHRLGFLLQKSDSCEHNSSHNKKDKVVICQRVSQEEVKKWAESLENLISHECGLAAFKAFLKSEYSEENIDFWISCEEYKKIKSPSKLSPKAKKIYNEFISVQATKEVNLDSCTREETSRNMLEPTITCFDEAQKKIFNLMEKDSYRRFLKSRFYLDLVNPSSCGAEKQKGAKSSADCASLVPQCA
#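 MLSMR compounds (23 nl, pin-transferred) preincubated 10 min at room temperature with a 500nM (2x) first reagent, then RGS4 at 900nM (2x) plus Transcreener GDP mix added; fluorescence polarization (620/688 nm) read before and after 90 min at 30 °C.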
# Vif-A3F inh: qHTS for Inhibitors of Vif-A3F Interactions: qHTS; Potency, µM (top dose mostly 46.1 µM), without a hit: at the top dose activity, negative = active; HeLa A3F-eYFP + Vif (tagged APOBEC3F with the HIV-1 protein that degrades it), YFP fluorescence increase; 390,000 tested, 0.2% active; note: % of control where 0% means no effect; nearly all actives have a fitted effect of over 65% in size
#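 HeLa cells stably expressing A3F-eYFP plus Vif, plated and incubated overnight at 37 deg C, then exposed to compounds overnight at 37 deg C. Blocked degradation read as raised yellow fluorescence (Ex 488/Em 500-530).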
# Starred values were filed as active, the others as inactive; i = inactive; ? = inconclusive; / = not tested or not shown; [ ] = remark or other dose. Calls come from the whole dose curve; as a rule, active = well fitted curve in the direction sought with a large enough effect; inconclusive = small, poorly fitted or top-dose-only effect, or another doubt; inactive = no such curve, though single readings can be large; an effect the other way counts as inactive or inconclusive. Potency is the fitted concentration of half-maximal effect.
# Screens in order: RXFP1 agonist, TrxR1 substrate, ALOX12 inh, TrxR1 inh, USP1-UAF1 inh, mIDH1 inhibitor, Vif-APOBEC3G blk, RGS4 inh, Vif-A3F inh
> CCOC(=O)C1CCCN(C(=O)c2cn(C)c(=O)c3cc(OC)c(OC)cc23)C1 (configuration not stated)
→ 1.1%, 8.1%[57.1 µM], 0.0%, 14.1%[57.1 µM], -5.8%, 2.1%, 0.2%, 13.9%[11.4 µM], -1.1%
> C=CCN(c1ccc(C(=O)Nc2cccc(C)c2)cc1)S(C)(=O)=O
→ -0.9%, -2.4%[57.1 µM], 3.6%, 7.9%[57.1 µM], -14.8%, -5.7%, 0.1%, -0.9%, 1.0%
> COc1ccccc1N1CCN(C(=O)c2cc(-c3ccccc3)nc3c2cnn3C(C)C)CC1
→ /, /, -13.0%, /, -19.7%, 0.3%, 4.6%, /, -9.8%
> O=C(NC(=S)Nc1ccccn1)c1cncc(Br)c1
→ 0.0%, -2.1%, -21.9%, -18.7%, -10.3%, -7.8%, -0.4%, -7.1%[11.4 µM], 2.4%
> O=C(O)c1cccc(Nc2ncnc3scc(-c4ccccc4)c23)c1
→ 6.0%, -8.1%, -22.0%, -3.7%, -16.7%, 12.8%, -13.8%, 2.8%, 9.7%
> Cn1nc(-c2ccccc2F)c2cc(C(=O)Nc3ccc4c(c3)OCCO4)sc21
→ 0.8%, 10.5%[57.1 µM], -18.1%, 12.9%[57.1 µM], -22.0%, -3.4%, -1.0%, -31.2%, 1.2%
> S=C(NCc1ccncc1)Nc1cccc(Cl)c1
→ -0.1%, 2.3%, 2.6%, ?, -1.9%, 1.0%, -1.4%, 7.3%, -15.8%
> CCOC(=O)c1cnn(-c2nc(OC)cc(OC)n2)c1C(F)(F)F
→ 1.5%, 2.1%, -14.8%, 4.5%, -19.7%, 4.0%, -1.2%, 11.8%, -4.8%
> C[C@H](NC(=O)c1nc[nH]c1C(=O)N[C@@H](C)c1ccccc1)c1ccccc1
→ -3.7%, 0.6%, 18.5%, 7.7%, ?, ?, -10.1%, -4.2%, 2.7%
> O=C(NCCCNC(=O)c1ccccn1)c1ccc(Cl)cc1
→ -2.9%, 4.2%, -2.5%, 10.8%, -15.1%, 1.0%, -0.2%, -26.5%, -3.8%
> COc1ccc(C(=O)N(C)Cc2ccon2)cc1OC1CCN(C(C)C)CC1
→ 0.8%, 1.3%, 92.8%[activator], -12.1%, -1.7%, 1.9%, -4.0%, -19.4%, 0.0%
> CCc1c(C)sc2c1CCN(Cc1ccccc1C#N)C2c1ccccc1 (configuration not stated)
→ 3.2%, -0.3%[57.1 µM], -14.2%, 7.3%[57.1 µM], -26.7%, 9.6%, 3.5%, -21.0%, 0.1%
> Cc1cnc(C(=O)Nc2ccc(C)c(S(=O)(=O)N3CCCCC3)c2)cn1
→ -0.2%, -9.6%, 27.8%, -2.0%, -14.6%, -1.3%, -0.8%, 14.3%, -14.0%
> C/C(=N\OCC(=O)OC(C)C(=O)Nc1ccc(C(N)=O)cc1)c1ccc2c(c1)OCO2 (configuration not stated)
→ -0.2%, -4.3%, 12.9%, 2.5%, 3.7%, -0.5%, 0.1%, -17.3%, -1.4%
> CCN1C(=O)N[C@@H](CCc2ccccc2)C(C(C)=O)=C1C
→ /, -9.4%, 8.0%, 2.3%, 4.7%, -5.3%, -4.6%, ?, 1.6%
> O=C(NCc1ccccc1)c1ccc(-c2ccccc2F)o1
→ 3.0%, 0.2%, -9.0%, 19.9%, -9.6%, 5.5%, 0.5%, 13.2%, 1.2%
> O=C(COc1ccc(Cl)cc1)N1CCN(S(=O)(=O)c2ccc(Cl)cc2)CC1
→ 23.7%, 20.2%[57.1 µM], -28.1%, 28.4%[57.1 µM], -12.0%, 2.9%, 0.2%, -21.8%, 1.7%
> CSc1ncc(Cl)c(C(=O)Nc2ccccc2Cl)n1
→ -0.2%, 0.3%, -13.7%, 0.2%, -18.7%, 3.0%, -5.7%, -20.0%, 3.1%
> Cc1ccc(SCc2ccc(C(=O)Nc3nccs3)o2)cc1
→ -1.5%, -4.1%, 8.1%, 8.6%, -22.9%, -5.1%, -0.5%, -6.0%, -7.1%
> CC[C@]12c3[nH]c4ccccc4c3CCN1C(=O)C(CC(=O)NCc1ccc(OC)c(OC)c1)C[C@@H]2C(=O)N1CCN(C(=O)C2CC2)CC1 (some centres not stated)
→ /, 2.3%, -6.6%, 12.5%, -27.1%, 8.6%, -2.2%, -20.8%, -0.8%
> CCOC(=O)c1ccc(NC(=O)NCc2ccccc2OC)cc1
→ -0.2%, -5.8%[57.1 µM], 0.0%, 13.3%[57.1 µM], -8.7%, 8.8%, 1.3%, -23.9%, 10.4%
> Cc1cc(NC(=O)COC(=O)c2ccccc2S(=O)(=O)N(C)c2ccccc2)no1
→ 0.4%, 2.0%[57.1 µM], 19.6%, 5.6%[57.1 µM], -11.5%, 5.0%, -0.1%, -25.1%, 6.7%
> COc1cc(/C=N/NC(=S)Nc2cccc(C(=O)O)c2)ccc1O
→ -1.7%, -10.8%, -24.6%, -19.5%, -14.2%, -6.1%, 1.0%, 9.3%, 4.9%
> CCCCOc1nc(N2CCOCC2)nc(C)c1[N+](=O)[O-]
→ -1.0%, -1.8%, ?, 8.6%, -21.3%, 0.0%, 1.4%, 3.9%, 3.7%
> CC1(C)C2CCC1(CS(=O)(=O)NCc1ccc(S(N)(=O)=O)cc1)C(=O)C2 (configuration not stated)
→ 1.7%, 4.1%[57.1 µM], -8.5%, 13.2%, -1.9%, -0.6%, 3.1%, 11.0%, 14.7%
> CCOC(=O)c1[nH]c(C)c(C(=O)N2CCN(c3ccccc3OC)CC2)c1C
→ -2.3%, -6.0%[57.1 µM], -1.4%, ?, -5.0%, -2.4%, -8.7%, 10.3%, 5.7%
> c1coc(CNC2C3CC4CC(C3)CC2C4)c1 (configuration not stated)
→ 1.1%, 2.7%[57.1 µM], -19.0%, -2.1%[57.1 µM], -3.5%, 14.4%, 0.4%, 13.2%, -15.9%
> Cc1cc(C)c2c3c(oc2n1)C(=O)N(c1cccc(Cl)c1)CC(=O)N3
→ 3.1%, -15.0%[57.1 µM], 102.8%[activator], 23.6%[57.1 µM], 5.9%, 7.1%, -3.5%, 6.2%, 4.7%
> CC(CCc1ccccc1)NC(=O)CN1CCOc2ccccc21 (configuration not stated)
→ /, -5.2%[57.1 µM], -3.2%[57.4 µM], 0.5%[57.1 µM], -18.1%, 0.5%, -3.0%, -33.4%, 0.3%
> CC1=C(C(=O)Nc2ccccc2)C(c2ccccc2)N2C(=O)CSC2=N1 (configuration not stated)
→ 0.8%, -0.4%, i, 10.5%, -27.1%, -1.6%, 2.0%, -13.4%, -2.8%

# Shown field by field: two of the compounds above
S=C(NCc1ccncc1)Nc1cccc(Cl)c1
- RXFP1 agonist: -0.1%
- TrxR1 substrate: 2.3%
- ALOX12 inh: 2.6%
- TrxR1 inh: ?
- USP1-UAF1 inh: -1.9%
- mIDH1 inhibitor: 1.0%
- Vif-APOBEC3G blk: -1.4%
- RGS4 inh: 7.3%
- Vif-A3F inh: -15.8%

c1coc(CNC2C3CC4CC(C3)CC2C4)c1 (configuration not stated)
- RXFP1 agonist: 1.1%
- TrxR1 substrate: 2.7%[57.1 µM]
- ALOX12 inh: -19.0%
- TrxR1 inh: -2.1%[57.1 µM]
- USP1-UAF1 inh: -3.5%
- mIDH1 inhibitor: 14.4%
- Vif-APOBEC3G blk: 0.4%
- RGS4 inh: 13.2%
- Vif-A3F inh: -15.9%

# The list goes on.
# Screens in order: RXFP1 agonist, TrxR1 substrate, ALOX12 inh, TrxR1 inh, USP1-UAF1 inh, mIDH1 inhibitor, Vif-APOBEC3G blk, RGS4 inh, Vif-A3F inh
> CCc1noc(C)c1C(=O)N1CCN(S(=O)(=O)c2cc(C)ccc2C)CC1
→ 1.0%, -4.1%, 0.0%, -12.1%, -2.2%, 8.4%, -4.3%, -22.1%, 1.3%
> CCc1cccc(CC)c1NC(=O)c1ccc2c(c1)CCN2S(=O)(=O)c1ccccc1
→ -0.8%, 0.7%, 4.2%, 16.5%, -13.3%, 37.0%[activator], 3.1%, -0.1%, -0.5%
> O=C(NCc1ccco1)c1noc2c1CCCCC2
→ 0.3%, -0.8%, -2.7%, -6.5%, -4.0%, 6.9%, 0.5%, -7.2%, -5.4%
> Cc1cc(C)c(C(=O)C(C)OC(=O)Cn2cnc3c2c(=O)n(C)c(=O)n3C)cc1C (configuration not stated)
→ 3.6%, -3.7%[57.1 µM], -2.5%, 14.6%, -4.9%, -10.1%, 0.8%, 11.3%, -26.3%

# Screens: PubChem, National Center for Advancing Translational Sciences (NCATS)

# The list is partial; rates above refer to the full screens.
